Pol beta inh – qHTS Assay for Inhibitors of DNA Polymerase Beta | P06746 | Pol beta primer extension/strand displacement, fluorescence kinetic | AID 485314, 2010 | 340,000 tested, 1.3% active | Potency, µM (doses to about 114 µM), for inactives: at the top dose activity change, negative = inhibition, most hits filed as inhibitors; further: on the % scale 0 is the no-effect control and ±100 the full control effect
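Reaction started by 50 nM substrate onto compound-treated Pol beta (10 nM, 15 min preincubation, room temperature); plates read at 0 min and 10 min. Normalized concentration-effect data fitted by four-parameter Hill equation.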
Pol iota inh – qHTS for Inhibitors of Polymerase Iota | 390,000 tested, 1% active | Potency, µM (titrated, usually from 115 µM), inactives show at the highest dose activity, negative = inhibition, usual class: inhibitors | DNA polymerase iota (Homo sapiens), Q9UNA4 | AID 588590, 2011 | Pol iota fluorescent replication assay, 10 min
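Pol iota at 10 nM preincubated 15 min with compounds at room temperature; reaction started with fluorescent substrate, 50 nM final. Fluorescence read kinetically at 0 and 10 min; buffer-only wells as negative control.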
BAZ2B block – qHTS Assay for Inhibitors of BAZ2B; Bromodomain adjacent to zinc finger domain protein 2B (Homo sapiens), Q9UIF8; AlphaScreen BAZ2B-H3K14Ac peptide displacement; Potency, µM (top dose mostly 114 µM), inactives show at the highest dose activity change, negative = inhibition, most hits filed as inhibitors; 360,000 tested, 4.4% active; further: on the % scale 0 is the no-effect control and ±100 the full control effect; nearly all actives have a fitted effect of over 60% in size
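BAZ2B (50 nM) with biotin-H3(5-23)K14Ac peptide (50 nM) in PBS pH 7.4, 0.01% Tween-20, preformed 30 min, then compound 30 min at room temperature; top concentration 110uM. AlphaScreen streptavidin donor/nickel chelate acceptor beads (10 ug/mL final), 20 min dark, signal read.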
Pol eta inh – qHTS for Inhibitors of Polymerase Eta. DNA polymerase eta (Homo sapiens), Q9Y253. recombinant Pol eta, fluorescent DNA replication assay. Potency, µM (series often up to 114 µM), without a hit: at the highest dose activity change, negative = inhibition, usual class: inhibitors. 390,000 tested, 1.2% active; further: on the % scale 0 is the no-effect control and ±100 the full control effect
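Fluorescent replication assay: 50 nM final substrate added after a 15 min room-temperature compound preincubation with 10 nM enzyme. Signal taken at 0 min and again at 10 min.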
Anesthetic bind – qHTS Assay for Identification of Novel General Anesthetics | Potency, µM (top dose mostly 77.5 µM), without a hit: at the highest dose activity change, negative = displacement, usual class: inhibitors | apoferritin/1-aminoanthracene competitive binding, fluorescence | 350,000 tested, 0.074% active | Ferritin light chain (Equus caballus), P02791 | AID 485281, 2010; further: on the % scale 0 is the no-effect control and ±100 the full control effect; nearly all actives have a fitted effect of over 20% in size
Target sequence (P02791 2-175 limits assumed): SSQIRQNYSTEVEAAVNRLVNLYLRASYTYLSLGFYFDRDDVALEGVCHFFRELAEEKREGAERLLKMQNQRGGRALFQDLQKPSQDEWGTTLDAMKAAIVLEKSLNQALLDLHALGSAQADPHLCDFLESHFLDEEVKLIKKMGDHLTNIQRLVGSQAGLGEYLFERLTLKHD
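Steps: apoferritin (10 uM) was premixed with half-saturated 1-AMA in PBS, compounds were pin-transferred, plates stood 10 min at room temperature, fluorescence was read at 380/535 nm, and curves were fitted with a Hill equation.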
APE1 inh – qHTS Assay for Inhibitors of the Human Apurinic/apyrimidinic Endonuclease 1 (APE1); AID 2517, 2012; DNA repair nuclease/redox regulator APEX1 (Homo sapiens), P27695; recombinant APE1, TAMRA/BHQ-2 abasic DNA cleavage fluorescence; 350,000 tested, 0.35% active; Potency, µM (titrated, usually from 65.8 µM), inactives show top-dose activity change, negative = inhibition, most hits filed as inhibitors;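 further: plate controls were vehicle for no effect and reference inhibitor for full effect; nearly all actives have a fitted effect of over 55% in size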
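Endonuclease cleavage of a quenched abasic-site DNA duplex (50 nM) by APE1 (0.75 nM) was tracked by TAMRA dequenching. Compounds were preincubated with enzyme 15 min at room temperature; data normalized to buffer-only and DMSO wells plus NSC13755 control.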
BLM helicase inh – qHTS Assay for Inhibitors of Bloom's syndrome helicase (BLM) | RecQ-like DNA helicase BLM (Homo sapiens), P54132 | recombinant BLM DNA unwinding, fluorescence dequenching | Potency, µM (highest dose often 56.1 µM), for the others: at the top dose activity change, negative = inhibition, usual class: inhibitors | 350,000 tested, 0.2% active | AID 2528, 2010;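 further: plate controls were vehicle for no effect and no enzyme for full effect; nearly all actives have a fitted effect of over 35% in size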
G9a inh – qHTS Assay for Inhibitors of Histone Lysine Methyltransferase G9a; 350,000 tested, 8.8% active; Potency, µM (highest dose often 102 µM), for the others: at the highest dose activity, negative = inhibition, actives largely listed as inhibitors; G9a H3K9 monomethylation, AlphaScreen, 2 h; AID 504332, 2011; further: on the % scale 0 is the no-effect control and ±100 the full control effect; nearly all actives have a fitted effect of over 75% in size
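G9a (20 nM) preincubated 15 min RT with compounds, then 500 nM biotinylated H3K9 peptide and 20 uM SAM added; 2 h RT reaction. Monomethyl-H3K9 product detected by AlphaScreen with anti-H3K9me1 antibody, streptavidin donor and anti-rabbit IgG acceptor beads.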
POLK inh – qHTS for Inhibitors of Polymerase Kappa. DNA polymerase kappa (Homo sapiens), Q9UBT6. purified Pol kappa, fluorescent DNA synthesis assay, 10 min. Potency, µM (highest dose often 107 µM), inactives show at the highest dose activity, negative = inhibition, usual class: inhibitors. 400,000 tested, 0.53% active; further: on the % scale 0 is the no-effect control and ±100 the full control effect
Target sequence (Q9UBT6 whole entry, looked up): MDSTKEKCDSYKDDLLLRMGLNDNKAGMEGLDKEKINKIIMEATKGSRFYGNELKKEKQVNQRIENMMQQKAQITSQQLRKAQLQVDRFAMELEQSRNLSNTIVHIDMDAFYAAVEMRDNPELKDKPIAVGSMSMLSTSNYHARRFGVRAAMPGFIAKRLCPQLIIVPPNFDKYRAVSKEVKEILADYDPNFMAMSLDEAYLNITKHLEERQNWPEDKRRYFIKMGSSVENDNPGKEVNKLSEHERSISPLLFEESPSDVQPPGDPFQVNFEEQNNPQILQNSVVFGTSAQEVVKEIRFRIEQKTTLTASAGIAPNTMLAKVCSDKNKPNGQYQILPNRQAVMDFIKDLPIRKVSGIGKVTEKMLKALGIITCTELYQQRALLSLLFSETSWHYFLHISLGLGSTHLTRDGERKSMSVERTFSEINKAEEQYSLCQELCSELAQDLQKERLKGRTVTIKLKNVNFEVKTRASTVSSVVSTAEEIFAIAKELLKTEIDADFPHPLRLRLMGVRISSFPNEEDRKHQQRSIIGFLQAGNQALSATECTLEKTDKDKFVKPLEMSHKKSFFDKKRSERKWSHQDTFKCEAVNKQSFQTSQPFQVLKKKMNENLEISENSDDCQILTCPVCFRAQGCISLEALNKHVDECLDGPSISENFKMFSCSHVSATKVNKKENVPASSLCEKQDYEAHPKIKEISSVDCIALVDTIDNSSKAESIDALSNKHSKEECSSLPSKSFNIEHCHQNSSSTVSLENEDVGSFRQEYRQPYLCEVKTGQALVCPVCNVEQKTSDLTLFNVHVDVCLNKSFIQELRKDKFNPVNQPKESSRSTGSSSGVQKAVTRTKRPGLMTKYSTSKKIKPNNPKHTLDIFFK
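Readout: fluorescence, taken kinetically at 0 and 10 min. Conditions: 10 nM Pol kappa, 15 min RT compound preincubation, 50 nM substrate final. Controls: enzyme-free buffer wells.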
* = called active by the depositor; ? = inconclusive; . = not tested or not shown; [ ] = dose if it differs, or a comment. The call rests on the fitted dose curve; in most records, active means well fitted curve in the direction sought with a large enough effect; inconclusive means small, poorly fitted or top-dose-only effect, or another doubt; inactive means no such curve, though single readings can be large; an effect the other way counts as inactive or inconclusive. Potency means the concentration at half of the fitted maximal effect. Some of the compounds tested; the hit share may differ from the screen's.

SMILES	Pol beta inh	Pol iota inh	BAZ2B block	Pol eta inh	Anesthetic bind	APE1 inh	BLM helicase inh	G9a inh	POLK inh
O=C1c2cccc3c([N+](=O)[O-])ccc(c23)C(=O)N1CC1CCCO1 (configuration not stated)	-30%	?	-36%	-6%	-22%	-2%	-7%	?	-6%
CC(C)(C)c1cc(Cl)ccc1OCCOCCN1CCCC1	1%	6%	?	-9%	-5%	8%	2%	25µM*	3%
Cc1oc(-c2ccc3c(c2)OCCO3)cc1C(=O)O	-20%	24%	-3%	-16%	-10%	10%	-4%	16%[59 µM]	-7%
CCOc1ccc(Oc2ccc(Cl)cc2NC(=O)C2=COCCO2)cc1	.	7%	0%	-15%	.	-14%	.	20%[0.501 µM]	-7%
Clc1cc2cccnc2c2ccccc12	2%	19%	63%[activator]	-15%	-8%	-1%	-6%	-25%[59 µM]	1%
CC12CCC(=O)N1c1ccccc1C(=O)N2c1ccccc1 (configuration not stated)	6%	-5%	10%	2%	1%	-1%	-2%	-38%	-1%[60.1 µM]
COCCSc1ccccc1C(=O)N1CCc2ccccc2C1	-24%	96%[activator]	-24%	-23%	-7%	4%	-7%	37%[activator][12.7 µM]	-7%
CCCCNC(NCCCC)=C(S(=O)(=O)CC)S(=O)(=O)CC	0%	24%	3%	-4%	-11%	14%	-1%	-54%[12.7 µM]	-3%
Cc1cc2cc(C=C(C#N)C#N)c(Cl)nc2cc1C	22%	19%	-32%	?	128%[activator]	-5%	-6%	-12%[59 µM]	-3%
Cc1ccccc1NC(=O)Cc1nc(COC(=O)C(NC(=O)c2ccccc2C)C(C)C)cs1 (configuration not stated)	.	15%	7%	-18%	.	21%	.	-10%[2.33 µM]	-5%
CCOc1ccc(CCNC(=O)CSc2nn(-c3ccc(C)c(Cl)c3)c(=S)s2)cc1OCC	22%	-1%	-34%	-16%	-15%	-1%	-4%	-46%[59 µM]	0%
CCOc1ccc(CNC(=O)C2Cc3cc(S(=O)(=O)N4CCCC4)ccc3N2C(C)=O)cc1 (configuration not stated)	-5%	11%	-16%	4%	-3%	57%[activator]	2%	67%[activator]	-7%
COc1ccc(/C(C)=N/N=C(N)N)c(OC)c1	-3%	3%	3%	-3%	7%	9%	3%	.	-3%
COC(=O)c1cc(NS(=O)(=O)c2ccc3c(c2)c(=O)n(C)c(=O)n3C)cc(C(=O)OC)c1	48%	18%	-8%	-4%	-4%	-6%	3%	.	-6%
COc1ccccc1N1CCN(C(=O)c2n[nH]c3ccccc23)CC1	7%	12%	-15%	-12%	-8%	-2%	-5%	-3%	-6%
Cc1ccc(NC(=O)CCc2c(C)nc3nc(C)nn3c2C)c(Cl)c1	0%	15%	-6%	-19%	3%	.	-2%	5%[59 µM]	-3%
c1coc(CN(Cc2ccco2)c2ncnc3c2oc2ccccc23)c1	?	?	?	?	-3%	3%	-19%	14µM*	-8%
CCCCCC1NC(=O)NC1CCCCCC(=O)O (configuration not stated)	-7%	23%	1%	-10%	-7%	-7%	-1%	1%[12.7 µM]	0%
CC(=O)OCC(=O)Nc1ccc([N+](=O)[O-])cc1Cl	17%	9%	-4%	0%	-11%	-2%	-5%	16%[12.7 µM]	-7%
NC(=O)NOCc1ccc(Cl)cc1Cl	6%	83%[activator]	2%	-6%	-24%	-4%	1%	4%	-7%
CS/C(=N\S(=O)(=O)c1ccc(Cl)cc1)c1ccccc1	-11%	148%[activator]	0%	-13%	-4%	2%	1%	8%[59 µM]	0%
O=C(Nc1ccccc1Cl)c1ccccc1Cc1ccccc1	40%	11%	83%[activator]	-19%	-11%	-10%	-13%	4%[59 µM]	-13%
Cc1cnc(CNc2nc(-c3ccccc3Cl)nc3ccccc23)cn1	.	.	.	.	.	-4%	6%	18%[0.501 µM]	-3%[60.1 µM]
CC(C)CSc1nc2ccccc2c(=O)[nH]1	4%	20%	1%	-16%	?	-3%	-3%	12%[12.7 µM]	2%
O=C(CCc1ccccc1)NC1CCSC1=O (configuration not stated)	-2%	7%	2%	-10%	-3%	12%	-2%	-15%	-3%

Carrying on:
SMILES	Pol beta inh	Pol iota inh	BAZ2B block	Pol eta inh	Anesthetic bind	APE1 inh	BLM helicase inh	G9a inh	POLK inh
COc1cccc(OC)c1OCC(O)CN1CCN(c2ccccc2F)CC1 (configuration not stated)	3%	-21%	1%	-10%	-9%	-14%	1%	28%[2.33 µM]	12%
Cn1cnnc1SCC(=O)NC1CCCCCC1	?	27%	-2%	4%	-14%	3%	-8%	7%[12.7 µM]	-11%
CC(=O)c1ccc(OCC(=O)NC2CCCCCC2)cc1	.	-6%	-1%	-15%	.	1%	.	-3%[12.7 µM]	-6%
COc1ccc(CSc2nnc(C)n2N)cc1[N+](=O)[O-]	22%	137%[activator]	-5%	1%	-9%	2%	-9%	24%	-1%
CCCCCCN(C(=O)CCCCCN1C(=O)NC(c2ccc(-c3ccccc3)cc2)C(C(=O)OCc2ccccc2)=C1C)C(C(=O)NCCCC)C1CCCCC1 (configuration not stated)	-26%	.	1%	.	-12%	0%	-3%	40%[59 µM]	.
CCN(CC)S(=O)(=O)c1ccc(Cl)c(OC)c1	-13%	0%	12%	1%	?	0%	-13%	4%[59 µM]	-1%
Cc1c2oc3c(C)ccc(C(=O)NC4C(=O)NC(C(C)C)C(=O)N5CCCC5C(=O)N(C)CC(=O)N(C)C(C(C)C)C(=O)OC4C)c3nc-2c(C(=O)NC2C(=O)NC(C(C)C)C(=O)N3CCCC3C(=O)N(C)CC(=O)N(C)C(C(C)C)C(=O)OC2C)c(N)c1=O (configuration not stated)	.	.	.	.	-7%	13µM*	.	?	5%[19.4 µM]
CCCN(C(=O)c1cccc(S(=O)(=O)N2CCN(C)CC2)c1)c1c(N)n(Cc2ccccc2)c(=O)[nH]c1=O	.	24%	-5%	-20%	.	-3%	.	-3%[59 µM]	-11%
CCOc1ccccc1N(CC(=O)Nc1ccccc1C(=O)NCc1ccco1)S(C)(=O)=O	1%	21%	-33%	-4%	-18%	-1%	-3%	-1%[59 µM]	-6%
CSc1ccc(CCNC(=O)CCn2c(=O)c3cccn3c3ccc(F)cc32)cc1	36%	7%	-3%	-3%	-2%	.	1%	-31%[59 µM]	4%
Cn1cc(CN2CCCC(C(=O)c3cc(F)ccc3F)C2)c2ccccc21 (configuration not stated)	-15%	10%	-22%	-14%	?	7%	1%	-3%	0%
C=CC(C)N1C(=O)S/C(=C\c2ccc(N3CCOCC3)cc2C)C1=O (configuration not stated)	7%	8%	-10%	-5%	-12%	4%	1%	16%[59 µM]	0%
Cc1cc(NC(=O)CSc2nnc(-c3ccco3)n2Cc2ccco2)no1	-27%	2%[58.9 µM]	-5%	-12%	-12%	2%	-2%	1%[59 µM]	-1%
CC(C)(CO)NC(=O)C12CC3CC(CC(Br)(C3)C1)C2	23%	10%	-9%	2%	0%	2%	-3%	1%	-10%
CCOc1ccc(CCNC(=O)C(O)c2ccccc2)cc1 (configuration not stated)	14%	16%	8%	-10%	-8%	4%	-2%	-3%	-2%
CCOCCCN(C(=O)Cn1nnc(-c2ccc(OC)c(OC)c2)n1)C(CC)C(=O)NC1CCCC1 (configuration not stated)	7%	52%[activator]	-3%	-7%	-8%	11%	-3%	4%	-10%
Cc1ccc(OC(C)C(=O)OCC(=O)Nc2sccc2C(N)=O)cc1 (configuration not stated)	.	9%	.	-21%	.	17%	.	.	-8%
CN(C)Cc1c(O)ccc2c(=O)c(-c3ccccc3)c(C(F)(F)F)oc12	-17%	51%[activator]	-5%	-16%	3%	-6%	-2%	7%	-16%
CCN1C(c2ccccc2)=C(c2ccccc2)S/C1=C/C=C1\SC(=S)N(C)C1=O	-10%	?	2.5µM*	-5%	-11%	-8%	-7%	5.6µM*	-5%
CN(CC(=O)Nc1cccc(F)c1)C(=O)c1ccc(COc2ccccc2)cc1	.	79µM*	-9%	-16%	.	27%	.	-32%	1%
O=C(CCN1C(=O)C2C3C=CC(C3)C2C1=O)N1CCN(c2ccccc2F)CC1 (configuration not stated)	13%	11%	9%	-11%	-5%	0%	2%	8%[59 µM]	4%
N#CCc1ccc(NC(=O)CSc2nnc(C3CC3)n2C2CC2)cc1	.	24%	-2%	-7%	.	30%	.	2%[59 µM]	0%
CCOC(=O)c1nnn(-c2nonc2N)c1-c1ccc(C)cc1	10%	11%	4%[57.1 µM]	-18%	-13%	-1%	-6%	-12%	-2%
CC(=O)c1cn(CC(=O)Nc2ccc(C)c(C)c2)c2ccccc12	-15%	40%[activator]	-3%	-13%	1%	-5%	-2%	11%	-11%
COc1cc(OC)c(OC)cc1CNC(=O)c1ccc(S(=O)(=O)N2CCCCC2)cc1	.	0%	-9%	-13%	.	7%	.	-10%[12.7 µM]	-17%
O=C(Nc1ccc(Cl)cc1Cl)c1cc(S(=O)(=O)NCc2ccc3c(c2)OCO3)ccc1F	-7%	-6%	1%	-19%	-3%	.	-3%	6%[59 µM]	0%[60.1 µM]

Four of the entries above in order of their number in G9a inh, lowest first.
molecule	Pol iota inh	BAZ2B block	Pol eta inh	Anesthetic bind	BLM helicase inh	G9a inh	POLK inh
CN(CC(=O)Nc1cccc(F)c1)C(=O)c1ccc(COc2ccccc2)cc1	79µM*	-9%	-16%	.	.	-32%	1%
CCOc1ccc(CCNC(=O)C(O)c2ccccc2)cc1 (configuration not stated)	16%	8%	-10%	-8%	-2%	-3%	-2%
CC(=O)c1cn(CC(=O)Nc2ccc(C)c(C)c2)c2ccccc12	40%[activator]	-3%	-13%	1%	-2%	11%	-11%
COc1ccc(CSc2nnc(C)n2N)cc1[N+](=O)[O-]	137%[activator]	-5%	1%	-9%	-9%	24%	-1%
